Assay outcomes (PubChem)
GlmU inhibition – inhibition of mycobacterial GlmU enzyme – biochemical, glucosamine-1-phosphate acetyltransferase (AID 1376); M. tuberculosis GlmU acetyltransferase enzyme assay; higher % means a stronger effect; inhibition, %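 (tested at 30 µM in the primary screen)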; hits with a dose series show IC50 in µM; actives 0.25% (n = 220,000); in the data active = inhibition above about 13%; inconclusive = no clear call, values can overlap the other calls;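 also: 0% = complete reaction with vehicle and 100% = reaction without substrate; strong numbers were not always called active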
RmlCD inh 1536 – M. tuberculosis RmlC/RmlD inhibition; RmlC+RmlD coupled enzyme assay, percent inhibition; primary screen in compound mixtures; P9WH09+P9WH11; inhibition, % at 3.6 µM; actives 0.03% (n = 160,000); in the data active = inhibition mostly above about 34%, no sharp cut-off; inconclusive = no clear call, values can overlap the other calls; inactive = mostly below about 22%; also: some results filed as inactive read as strong as hits
Target sequence (P9WH09 whole entry, looked up): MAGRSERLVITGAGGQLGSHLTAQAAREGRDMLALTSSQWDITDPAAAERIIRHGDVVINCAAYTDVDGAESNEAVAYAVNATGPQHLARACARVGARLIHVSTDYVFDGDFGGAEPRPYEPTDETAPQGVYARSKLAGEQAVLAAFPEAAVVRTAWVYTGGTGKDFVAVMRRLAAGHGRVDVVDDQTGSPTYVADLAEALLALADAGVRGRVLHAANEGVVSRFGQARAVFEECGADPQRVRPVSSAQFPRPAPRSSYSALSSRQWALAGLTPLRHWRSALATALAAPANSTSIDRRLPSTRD
Target sequence (P9WH11 whole entry, looked up): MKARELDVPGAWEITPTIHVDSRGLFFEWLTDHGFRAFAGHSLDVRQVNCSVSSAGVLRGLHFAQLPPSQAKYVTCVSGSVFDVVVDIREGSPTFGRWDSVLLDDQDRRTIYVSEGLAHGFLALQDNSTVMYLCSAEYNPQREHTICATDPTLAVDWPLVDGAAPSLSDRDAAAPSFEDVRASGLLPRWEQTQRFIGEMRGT
* = called active by the depositor; ? = inconclusive; . = not tested or not shown. Some of the compounds tested, so the mix of outcomes need not match the whole.

Values run as follows: GlmU inhibition | RmlCD inh 1536
CCN(CC)C(=O)CN(C#N)c1nc(NC(C)C)nc(NC(C)C)n1
→ 4.8% | 10
Cc1cc(NC(=O)C2Oc3ccccc3OC2C)no1 (stereo unspecified)
→ 3.3% | 15
Cc1ccc(Nc2nc(-c3ccc(S(=O)(=O)N4CCOCC4)cc3)cs2)cc1Cl
→ 4.0% | .
CCOC(=O)CCCN1CC(O)=C(c2nc(-c3ccc(Cl)cc3)cs2)C1=N
→ 2.8% | -13
Cc1sc(NC(=O)CCl)c(C(=O)c2ccccc2)c1C
→ 0.1% | 13
N#CCCn1cc(C(CC(=O)c2ccc(Br)cc2)C(=O)O)c2ccccc21 (stereo unspecified)
→ 1.0% | -4
CC(=O)c1cccc(NC(=O)CCCOc2ccc(C)cc2)c1
→ 0.9% | 6
O=C(COC(=O)c1cc(-c2cccnc2)nc2ccccc12)Nc1ccc(F)cc1F
→ -4.5% | 10
Cc1cccc(Oc2c(C=O)c3ccccc3n2C)c1
→ -0.4% | 7
CCOc1cc(-c2cc(-c3ccc(C)cc3)nc(N)c2C#N)ccc1O
→ -0.1% | .
COc1ccc(OC)c(NC(=O)C2CCCCC2C(=O)O)c1 (stereo unspecified)
→ 3.3% | .
Cc1ccc(NS(=O)(=O)c2ccc(OCC(=O)NCc3ccco3)cc2)cc1
→ 0.6% | 15
COCC(=O)NNC(=O)c1ccccc1OC
→ 0.8% | 6
Cc1cc(=O)oc2c1c(C)nn2-c1nn[nH]n1
→ -0.3% | -12
CCOC(=O)C1CCCN(C(=O)c2cc3cc(Br)ccc3oc2=O)C1 (stereo unspecified)
→ -1.9% | 4
O=C(C1=NN[C@@H]2C(=O)N(c3cccc(C(F)(F)F)c3)C(=O)[C@H]12)C(c1ccccc1)c1ccccc1
→ -2.1% | 5
Cc1cc2cc(C(=O)N3CCc4c([nH]c5ccccc45)C3c3ccccn3)ccc2o1 (stereo unspecified)
→ -3.3% | 11
C=CCNc1nc2c(c(=O)[nH]c(=O)n2C)n1Cc1cccc(C)c1
→ -0.9% | .
Cc1ccc(S(=O)(=O)CCC(=O)OCC(=O)N2CC(=O)Nc3ccccc32)cc1
→ -0.8% | .
CCOc1ccc(OCC)c(NC(=O)C2CCCN(c3nc(C)cc(C)n3)C2)c1 (stereo unspecified)
→ 4.8% | 11
CCOc1ccc(Nc2nc(Cc3nnc(SCC(=O)c4ccc(C)cc4)o3)cs2)cc1
→ 3.4% | .
C[C@@H]1C=C(C(=O)NCc2nc3ccccc3[nH]2)O[C@H](OCCCCO)C1
→ -0.6% | .
CCO[C@@H]1OC(C(=O)N2CCN(Cc3ccc4c(c3)OCO4)CC2)=C[C@H](c2ccc(Br)cc2)[C@H]1CCCO
→ -1.7% | .
COc1cccc(-c2nnc(NC(=O)c3cccc(F)c3)o2)c1
→ -1.9% | .
Cc1cc(C)nc(Nc2n[nH]c(COc3ccc4ccccc4c3)n2)n1
→ -1.2% | -5
O=C(O)c1cccc(N2C(=O)c3cccc4c(Cl)ccc(c34)C2=O)c1
→ 1.8% | -9
Cc1ccc(OCCn2c(=S)[nH]c3c(N)ncnc32)cc1
→ 9.0% | 6
Cn1ccnc1C(O)(c1ccccc1)c1ccccc1
→ -4.0% | 4
CCC(C)Nc1nc2c(c(=O)n(C)c(=O)n2C)n1C (stereo unspecified)
→ 3.0% | 7
CCNC(=S)Nc1ccccc1-c1ccccc1
→ 6.5% | -5
CC(=O)Nc1ccc([As](=O)(O)c2ccc([N+](=O)[O-])cc2)cc1
→ -0.1% | -8
Cc1ccccc1/C=C/C(=O)NCC(=O)N1CCC(N(C)C2CCCCC2C)CC1 (stereo unspecified)
→ 1.3% | -10
CCOCCCNC(=O)CSc1ccccc1
→ 0.1% | .
COc1cc(NC(=O)c2cncc(-c3ccc(C#N)cc3)c2)cc(C(=O)Nc2cccc(C(F)(F)F)c2)c1
→ -1.6% | .
COc1ccc(-c2[nH]ncc2CN(CC2CCC(=O)N2)C(C)C)cc1F (stereo unspecified)
→ 0.0% | 0
COc1cc2oc(=O)cc(C)c2c(OC)c1OC
→ -2.4% | -6
O=C(NCc1ccco1)Nc1cccs1
→ 3.2% | 22
COC(=O)c1ccc(CSc2nnc3nc(C)cc(C)n23)cc1
→ -1.4% | .
COc1ccc(Nc2ccc(N3C(=O)CC(C)C3=O)cc2[N+](=O)[O-])cc1OC (stereo unspecified)
→ -1.4% | 4
O=C(NCc1cccnc1)c1cccs1
→ -0.3% | 6
CN(C(=O)COC(=O)CCc1nc2ccccc2c(=O)[nH]1)C1CCS(=O)(=O)C1 (stereo unspecified)
→ 2.4% | 1
Cc1ccc(C(=O)Nc2ccccc2C(=O)NCc2ccccc2)cc1
→ 3.5% | .
O=C1N(Cc2cccnc2)C[C@@H]2C[C@@H](c3cccc(OCc4ccccc4)c3)N3CCC[C@@]123
→ -0.8% | .
c1ccc(CCN(Cc2ccccc2)Cc2nc(C3CC3)no2)cc1
→ -7.3% | 9
CCCCc1c(O)nc(SCC(=O)NCC2CCCO2)[nH]c1=O (stereo unspecified)
→ -3.9% | 7
COC(=O)c1cc(-c2ccc(S(=O)(=O)N3CCCC3)cc2)c(C(F)(F)F)s1
→ 1.4% | ?
CNC(=S)NC1CC2CCCC(C1)N2CC(C)C (stereo unspecified)
→ -0.5% | .
COc1cc(C(=O)Nc2ccc3c(c2)OCCO3)ccc1-n1cnnn1
→ -2.0% | -1
Cn1cnnc1SCC(=O)NC1CCCc2ccccc21 (stereo unspecified)
→ -4.5% | 17
CCOc1ccc(CCNC(=O)COc2cc(=O)n(C)c3ccccc23)cc1OCC
→ 1.9% | 3
C=CCN(CC=C)C(=S)NC(=O)c1ccc(OC)cc1
→ -4.2% | -4
CCOC(=O)COc1cccc2c(=O)n(CC(=O)NCc3ccc4c(c3)OCO4)ccc12
→ -5.1% | .
O=C(Nc1nnc(C2CC2)s1)C1Cc2ccccc2CN1S(=O)(=O)c1ccccc1F (stereo unspecified)
→ 3.5% | 12
Cc1ccc(Nc2ccc3nonc3c2[N+](=O)[O-])cc1
→ 2.9% | 10
Cc1ccc(-n2nnnc2SCC(=O)NNC(=O)c2ccco2)cc1C
→ -5.1% | .
O=C(/C=C/c1ccccc1)n1cnnc1SC/C=C/c1ccccc1
→ 2.5% | .
CC1(C)CC(=O)c2cc(OCC(=O)O)ccc2O1
→ 2.0% | 6
O=C(CSc1nc2ccccc2o1)Nc1ccccc1N1CCCCCC1
→ -1.5% | 7
S=c1[nH]nc(COc2ccc3c(c2)OCO3)n1-c1ccccc1
→ 3.9% | .
O=C(CSc1nnc(-c2ccc(F)cc2)c2ccccc12)Nc1c(F)cccc1F
→ 1.8% | .

(continued)
Values run as follows: GlmU inhibition | RmlCD inh 1536
COc1ccc(-c2nsc3c(SCC(=O)Nc4cc(C)ccc4C)ncnc23)cc1
→ 4.0% | 7
COc1ccc(NS(=O)(=O)c2c(F)cc(F)c(Cl)c2F)cc1S(=O)(=O)N1CCCCC1
→ -2.9% | .
N#CC(C(=S)Nc1ccccc1)c1nc2ccccc2[nH]1 (stereo unspecified)
→ -4.7% | 14
CCOC(=O)c1c(C)[nH]c(C(=O)Nc2ccc3c(c2)OCO3)c1C
→ . | 2
Cc1ccc2c(CC(=O)NCC3COc4ccccc4O3)coc2c1 (stereo unspecified)
→ 1.9% | 1
Cc1ccc2c(c1)c1ncn(Cc3ccc(F)cc3)c(=O)c1n2C
→ -3.6% | 20
O=C(/C=C/c1ccco1)c1ccc(NC(=O)C23CC4CC(CC(C4)C2)C3)cc1
→ -0.8% | -5
CCOC(=O)c1ccc(NC(C)=O)c([N+](=O)[O-])c1
→ 2.9% | 15
Cc1ccc(C2C(C(=O)c3cccs3)=C(O)C(=O)N2c2nnc(C)s2)cc1 (stereo unspecified)
→ 2.9% | 5
COCCN(CCOC)C(=O)CCn1c(=O)oc2ccccc21
→ -0.6% | -4
COc1ccc(C(=O)Nc2nnc(-c3ccccc3)o2)cc1OC
→ 2.2% | .
C=CCn1c2ccccc2c2nnc(SCC(=O)OCN3C(=O)c4ccccc4C3=O)nc21
→ -2.2% | .
Cc1cccc(Cl)c1NC(=O)N1CCN(c2ccnc3cc(Cl)ccc23)CC1
→ 7.6% | -7
Cc1ccc(N2CCN(c3ccc(C)cc3)C2c2cccnc2)cc1
→ -5.5% | 9
O=C(NC(NC(=S)Nc1ccccc1O)C(Cl)(Cl)Cl)c1ccco1 (stereo unspecified)
→ 1.9% | -9
C=CCn1cnc2c(c1=O)c1nc3ccccc3nc1n2-c1ccc(C)cc1
→ . | 11
CC(CNc1ccc([N+](=O)[O-])c2cccnc12)Nc1c([N+](=O)[O-])cc(C(F)(F)F)cc1[N+](=O)[O-] (stereo unspecified)
→ -2.2% | -12
COc1ccc(OC)c(S(=O)(=O)N2CCCc3ccccc32)c1
→ 1.3% | -6
N#Cc1nc(Cc2cccc3ccccc23)oc1N1CCC(C(N)=O)CC1
→ 2.0% | 12
O=C(Cc1n[nH]c(=O)c2ccccc12)NCc1ccc(Cl)cc1
→ 2.0% | -11

7 entries picked at random from those above:
Values run as follows: GlmU inhibition | RmlCD inh 1536
C=CCn1c2ccccc2c2nnc(SCC(=O)OCN3C(=O)c4ccccc4C3=O)nc21
→ -2.2% | .
COc1ccc(-c2nsc3c(SCC(=O)Nc4cc(C)ccc4C)ncnc23)cc1
→ 4.0% | 7
Cc1cccc(Cl)c1NC(=O)N1CCN(c2ccnc3cc(Cl)ccc23)CC1
→ 7.6% | -7
Cc1ccc(N2CCN(c3ccc(C)cc3)C2c2cccnc2)cc1
→ -5.5% | 9
COc1ccc(C(=O)Nc2nnc(-c3ccccc3)o2)cc1OC
→ 2.2% | .
Cc1ccc(C2C(C(=O)c3cccs3)=C(O)C(=O)N2c2nnc(C)s2)cc1 (stereo unspecified)
→ 2.9% | 5
COc1ccc(NS(=O)(=O)c2c(F)cc(F)c(Cl)c2F)cc1S(=O)(=O)N1CCCCC1
→ -2.9% | .

(more compounds)
Values run as follows: GlmU inhibition | RmlCD inh 1536
CC(Sc1nnc(-c2ccc(Cl)cc2)n1C)C(N)=O (stereo unspecified)
→ 7.2% | .
O=C(NCc1ccccc1C(F)(F)F)C1CC(c2ccc(C(F)(F)F)cc2)=NO1 (stereo unspecified)
→ 0.5% | .
COc1ccc(OCC(O)Cn2ccnc2C)cc1 (stereo unspecified)
→ -1.5% | .
O=C(CNc1ccccc1F)N/N=C/C1CC=CCC1 (stereo unspecified)
→ 1.2% | 1
Cc1c(Cl)cccc1NC(=S)NCc1cccs1
→ 3.5% | -8
Cc1ccc(NC(=O)c2cc(S(=O)(=O)c3ccccc3)ccc2Cl)cc1
→ 3.1% | .
O=C(NCc1cn2ccsc2n1)c1c(F)cccc1Cl
→ 2.9% | 8
COc1ccc(C2CC(c3ccc(Br)cc3)Nc3nc(N)nn32)cc1 (stereo unspecified)
→ 3.0% | .
O=C(O)c1ccc(NC(=S)NC(=O)c2ccc(-c3ccccc3)cc2)cc1
→ 4.0% | -5
CCc1cc2cc(C(=O)Nc3ccc(F)cc3)sc2s1
→ -1.1% | .
CC(C)CC(=O)Nc1cccc(-c2cn3ccsc3n2)c1
→ -3.1% | .
O=C(Cc1csc(N2CCOCC2)n1)N/N=C/c1ccc(O)c(O)c1O
→ 7.5% | -4
Cc1cc(C)nc(NS(=O)(=O)c2ccc(NC(=O)C3(c4ccc([N+](=O)[O-])cc4)CCCC3)cc2)n1
→ 2.3% | 11
CC1(c2nnc(-c3ccc(F)cc3)o2)CC(c2c(Cl)cccc2Cl)=NO1 (stereo unspecified)
→ -6.1% | .
CC(C)C(C(=O)Nc1nccs1)c1ccc(Cl)cc1 (stereo unspecified)
→ -0.9% | 12
N#Cc1c(C(F)(F)F)cc(-c2ccc(F)cc2)[nH]c1=O
→ 5.3% | 7
Cc1cccc2cc(/C=N/NC(=O)[C@H]3C[C@@H]3c3ccccc3)c(Cl)nc12
→ -1.5% | -5
Cc1ccc(NC(=O)C2CCCN(S(=O)(=O)c3c(C)noc3C)C2)nc1 (stereo unspecified)
→ 4.8% | 5
Cc1nc(NC(=O)c2ccc(Cl)cc2)sc1-c1csc(Nc2cccc(F)c2)n1
→ -1.5% | 44
O=C(O)/C=C/c1ccc([N+](=O)[O-])o1
→ -1.4% | -10
COc1ccc(NS(=O)(=O)c2cc(NC(=O)/C=C/c3cccs3)ccc2N2CCOCC2)cc1
→ 1.6% | 3
Cc1ccc2c(c1)C1CN(C)CCC1N2C(=O)c1cccc(S(=O)(=O)N2CC(C)CC(C)C2)c1 (stereo unspecified)
→ -4.2% | 1
N#C/C(=C\c1ccc(-c2cccc(C(F)(F)F)c2)o1)C(=O)Nn1cnnc1
→ -4.7% | -6
CC(=O)Nc1ccc(C(=O)N/N=C/c2ccncc2)cc1
→ 2.7% | -10
COc1ccc(C2(C(=O)NCCCN(C)C)CCOCC2)cc1
→ -2.0% | -8
Cc1cccc(C(=O)NNC(=O)/C=C/C(=O)O)c1
→ 2.8% | 4
O=[N+]([O-])c1cccc(-c2csc(CS(=O)(=O)Cc3ccco3)n2)c1
→ 1.8% | 22
Cc1ccccc1SC1CCN(Cc2nc(C3CC3)no2)CC1
→ 4.8% | -14
CCSc1cc(C2C(C(=O)OC)=C(C)NC3=C2C(=O)CCC3)c(C)o1 (stereo unspecified)
→ 4.2% | .
CC(C)C(=O)NC(Nc1cccc([N+](=O)[O-])c1)C(Cl)(Cl)Cl (stereo unspecified)
→ -4.6% | -6
CN(C)CCP(=O)(c1ccccc1)c1ccccc1
→ -2.9% | -7
COc1ccc(Br)cc1CNC(=O)CCc1nc(-c2ccccc2F)no1
→ 1.1% | -8
Cc1cc(C)cc(-n2c(C)cc(/C=C3\C(=N)N4N=C(CC(C)C)SC4=NC3=O)c2C)c1
→ -2.2% | -6
COc1ccc(N2C(=O)CS(=O)C(c3ccccc3)C2=O)cc1 (stereo unspecified)
→ -2.4% | 14
